b-catenin transl = alters nuclear translocation of beta-catenin in HeLa cells; immunofluorescence imaging; nuclear translocation activity, % at 5 µM; 190,000 compounds, 0.3% hits;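 active means nuclear translocation activity above 50% at 5 µM, with a well cell count of 50 or more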;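 further: per-cell ratio of nuclear to cytoplasmic median beta-catenin stain intensity; plate controls were DMSO negative control for no effect and GSK-3 inhibitor IX positive control for full effect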
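Test system: human HeLa cells, endogenous beta-catenin. Times: 24 h compound exposure, 37°C. Measured by: beta-catenin immunofluorescence imaging with DAPI.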
P. falciparum M1AAP = malaria alanyl aminopeptidase activity blockers – biochemical, fluorogenic H-Leu-NHMec substrate, 1536-well (AID 1445) | recombinant M1AAP, H-Leu-NHMec fluorogenic kinetic assay; higher % means a stronger effect | inhibition, % at 30 µM, or IC50 in µM where a hit was titrated | 220,000 compounds, 0.42% hits;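 active means primary inhibition above the hit cutoff, then over 50% inhibition at one or more dose response concentrations, cut at about 23% in these data, passing the limit was not always enough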;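 further: plate controls were DMSO full reaction for no effect and no enzyme background for full effect; strong numbers were not always called active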
Autophagy HCS = autophagy modulation, high-content screen | calls only at 10 µM (by protocol) | MEF GFP-LC3 puncta imaging; test concentration mostly 10 µM | 190,000 compounds, 0.98% hits;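 active means percentage of spot-positive cells more than 3 SD above its plate mean, without a fluorescence outlier flag or 80% toxicity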;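 further: spot-positive cell cutoff set from DMSO-treated cells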
T cell HTS = modulates CD8 T cell binding to vesicles; calls only at 7 µM; 330,000 compounds, 0.068% hits; 2C CD8+ T cell-vesicle binding, flow cytometry; hits give low values; AID 2052;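 active means response, share of CD8 T cells binding vesicles, and their 90th percentile fluorescence all below set limits, cut at about 80% in these data, passing the limit was not always enough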
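incubation = binding step 1.5 h, 37 °C, antibody labelling 20 min, ice | test system = 2C mouse CD8+ T cells | read-out basis = percent CD8+ FL2 mean versus row control | controls = Peptide-free naked vesicles (low) and QL9 vesicles with 0.7% DMSO vehicle (high) | detection = flow cytometry of vesicle-bound cells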
Yfh1-depleted yeast = enhancers of respiration in Yfh1-depleted yeast, dose response, Friedreich's ataxia, plus single-dose screen (AID 1465); S. cerevisiae Yfh1-off respiration, WST-1 reduction, 72 h; higher fold induction means a stronger effect; one-dose fold induction at 50 µM; EC50 in µM for titrated hits; 220,000 compounds, 0.074% hits;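 active means fold induction of absorbance versus untreated yeast above a set limit, then at least 30% activation at any dose in follow-up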;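 further: activators that raise dye reduction in frataxin-depleted yeast; strong numbers were not always called active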
MT stabilize HCS = microtubule stabilizers in HeLa cells | HeLa tubulin immunostaining HCS, 24 h; share of cells brighter than vehicle mean+2SD | 200,000 compounds, 0.83% hits | % tubulin-high responders, % at 10 µM;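 active means plate Z-score above 3 for both tubulin-high and condensed-nucleus cell shares, with cell loss under 80%, at 10 µM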;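 further: anti alpha tubulin signal scored within the nucleus-defined area of each cell; some results filed as inactive read as strong as hits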
WT yeast gro inh = growth inhibition of WT yeast, mitochondrial fusion screen. inhibition, % at 10 µM. 190,000 compounds, 2.1% hits. mitochondrial fusion phenotypic screen, WT strain. AID 1362; in the data active means inhibition above about 58%; tested in S. cerevisiae
Dynein cargo inh = blocks dynein driven cargo transport along microtubules | 3617.4 mouse cells, GR-EGFP nuclear translocation imaging; test concentration mostly 20 µM; stimulated with dexamethasone, 1 µM; hits give low values | z-score, hits read low | 220,000 compounds, 0.47% hits | AID 1381;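 active means plate z-score of nuclear minus cytoplasmic receptor signal below a set negative limit, without overly bright fluorescence or cell loss, cut at about -3.5 in these data, passing the limit was not always enough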;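 further: z-score of nuclear minus cytoplasmic ring GR-EGFP intensity difference per well; some compounds called inactive have numbers as strong as hits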
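Buffer or medium: tet-free, stripped-serum medium; Also added: dexamethasone, 1.0 µM final; Technique: high-content fluorescence imaging after fixation; Times: 48 h induction, 1 h compound, 30 min dex at 37 °C; Read-out: per-cell GR-EGFP intensity, nucleus versus surrounding cytoplasmic ring, well-averaged.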
M17LAP inhibition = P. falciparum M17LAP inhibitors, primary screen, biochemical, fluorogenic H-Leu-NHMec substrate, 1536-well (AID 1619); recombinant M17LAP, H-Leu-NHMec fluorogenic kinetic assay; higher % means a stronger effect; inhibition, % at 30 µM, or IC50 in µM where a hit was titrated; 220,000 compounds, 0.38% hits;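 active means compound inhibiting the enzyme by more than half at any dose during confirmatory dose-response retesting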;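 further: plate controls were full reaction with DMSO carrier for no effect and no enzyme background for full effect; strong numbers were not always called active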
WT yeast gro inh mutant strain = recorded beside WT yeast gro inh, whose call it bears; inhibition, %; mitochondrial fusion phenotypic screen, mutant strain inhibition
Dynein cargo inh cytoplasmic EGFP = second read-out of Dynein cargo inh, no call of its own (marks repeat the call); z-score; measured here: cytoplasmic GR-EGFP intensity; hits give high values
Dynein cargo inh nuclear GR-EGFP = further read-out of Dynein cargo inh, marked with its call; z-score; measured here: nuclear GR-EGFP intensity;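 lower value marks the stronger effect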
Dynein cargo inh cell count = recorded beside Dynein cargo inh, whose call it bears; z-score; measured here: cell count per field
b-catenin transl cell count 5 µM = further read-out of b-catenin transl, marked with its call; cell count; measured here: cell count, cytotoxicity flag
T cell HTS vesicle-bound % = recorded beside T cell HTS, whose call it bears; double positive events, %; measured here: CD8+ vesicle-bound cell fraction;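 binding gate set so that unloaded-vesicle control wells show 10% double positive cells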
MT stabilize HCS Hoechst-high % = further read-out of MT stabilize HCS, marked with its call; % Hoechst-high responders; measured here: nuclear condensation Hoechst responders;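 share of cells brighter than vehicle mean plus two SD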
MT stabilize HCS cytotoxicity % = second read-out of MT stabilize HCS, no call of its own (marks repeat the call); toxicity, %; measured here: cytotoxicity by cell density;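 0% = mean cell density of plate MIN control wells and 100% = no cells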
Autophagy HCS cell loss 18 h = second read-out of Autophagy HCS, no call of its own (marks repeat the call); toxicity, %; measured here: cell loss, nuclei count;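 cell loss after 18 h compound exposure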
* marks the source's active call; other numbers are inactive results; i = inactive; nt = no result given; + = active, no number.

SMILES	b-catenin transl	b-catenin transl cell count 5 µM	P. falciparum M1AAP	Autophagy HCS	Autophagy HCS cell loss 18 h	T cell HTS	T cell HTS vesicle-bound %	Yfh1-depleted yeast	MT stabilize HCS	MT stabilize HCS Hoechst-high %	MT stabilize HCS cytotoxicity %	WT yeast gro inh	WT yeast gro inh mutant strain	Dynein cargo inh	Dynein cargo inh cytoplasmic EGFP	Dynein cargo inh nuclear GR-EGFP	Dynein cargo inh cell count	M17LAP inhibition
N#Cc1c(-c2ccc(F)cc2)nc2n(c1=O)CCS2	-3.7	1209	8%	i	-12	i	44	i	2.1	1.8	8.7	7	5	-0.071	-0.19	-0.14	0.23	3%
Brc1cccc(-c2nnc3sc(CN4CCC5(CC4)OCCO5)cn23)c1	-2.7	979	-4%	i	1	i	14	i	6.0	2.3	6.2	8	13	0.24	-0.19	0.4	0.13	3%
COc1ccccc1S(=O)(=O)Cc1ccc(C(=O)NCc2ccc3c(c2)OCO3)o1	nt	nt	16%	i	8	i	12	i	5.7	3.0	3.6	-9	0	-0.18	-0.13	-0.061	-0.38	13%
Cc1cc(NS(=O)(=O)c2ccc(NC(=S)Nc3ccc(Cl)cc3C)cc2)no1	-0.6	1404	1%	nt	nt	i	21	i	nt	nt	nt	nt	nt	-0.21	-0.21	-0.1	0.22	-3%
CC(CCc1ccccc1)NC(=O)c1cccc([N+](=O)[O-])c1 (stereo unspecified)	-0.9	929	4%	i	4	i	38	i	3.5	1.3	1.9	-5	-16	-0.86	-0.27	-0.59	0.64	-6%
CCOC(=O)Cn1c(=O)oc2cc(S(=O)(=O)N3CCn4c3nc3ccccc34)ccc21	2.0	990	-4%	nt	nt	i	39	i	10	1.1	7.6	-4	-10	0.41	-0.12	0.58	-0.6	15%
Cc1cc2nc(C)c3c(n2n1)CCC3	2.6	1050	11%	i	0	i	38	i	5.9	3.5	6.6	-19	10	-0.17	-0.059	0.31	0.08	0%
Cc1csc(NC(=O)c2cc3c(s2)-c2ccccc2OC3)n1	-4.5	1204	8%	nt	nt	i	46	i	1.8	2.7	6.6	15	25	-0.13	0.94	0.27	-0.9	-63%
COc1ccc(N2C(=O)C3CCCN3C2c2cccc(Br)c2)cc1 (stereo unspecified)	nt	nt	0%	i	9	i	35	i	2.2	3.8	9.5	9	21	-0.41	-0.16	-0.13	-0.13	-7%
COC(=O)CNC(=O)c1nn(-c2cccc(OC)c2)c(=O)c2ccccc12	-1.1	997	1%	i	2	i	55	i	2.0	2.0	10	5	-2	1.7	-0.22	0.83	0.35	5%
CCCCN(C)CCNC(=O)c1c[nH]c2ccc(S(=O)(=O)N(CC)CC)cc2c1=O	-1.9	875	3%	i	-4	i	45	nt	4.9	3.1	9.6	15	-4	-0.64	-0.24	-0.15	0.38	5%
O=C(NCc1ccco1)c1nc(-c2ccc(F)cc2)no1	-2.5	1116	4%	i	17	i	48	i	2.4	1.6	7.7	19	18	-0.32	-0.26	-0.053	0.63	4%
c1ccc2c(c1)nnn2-c1ncnc2sc3c(c12)CCCC3	1.4	1232	2%	i	-31	i	59	i	3.7	4.2	17	39	21	-0.2	0.06	-0.099	0.57	-11%
CCOC(=O)c1cc(C#N)c(N2CCN(c3ccc(OC)cc3)CC2)[nH]c1=O	-4.1	1068	5%	i	5	i	47	i	5.5	2.3	6.4	-5	0	-0.41	-0.28	0.14	0.43	-3%
O=C(Nc1ccc(Cl)cc1C(=O)NCCN1CCOCC1)c1ccco1	0.0	1104	5%	i	-5	i	4	i	3.1	2.3	6.6	-6	-7	-0.6	-0.24	-0.43	0.77	8%
CCCn1c(C)cc(/C=C(\C#N)C(=O)OCC(=O)Nc2cc(OC)c(OC)c(OC)c2)c1C	-2.1	1048	5%	i	-7	i	45	i	5.2	3.9	7.9	-1	-13	-1.4	-0.092	-0.45	1.5	4%
CCN(CC)CCCN1C=C2C(=O)C(C)(OC(=O)C3CCCC3)C(=O)C=C2C=C1c1ccsc1 (stereo unspecified)	0.9	1196	2%	nt	nt	i	36	i	nt	nt	nt	nt	nt	-1	-0.54	-0.41	1.1	11%
COc1ccc(NC(=O)N2CCN(S(C)(=O)=O)CC2)cc1	-1.4	1099	-4%	i	-34	i	49	i	3.0	1.2	0.7	-2	2	1.9	-0.18	1.4	-1	1%
COC(=O)c1ccc(Sc2ccccn2)c([N+](=O)[O-])c1	-1.3	927	6%	i	5	i	46	i	4.1	3.2	11	10	-8	0.63	-0.051	0.14	-0.68	8%
N#Cc1ccc(NC(=O)COC(=O)CSc2nnc(-c3ccc(Cl)cc3)o2)cc1	1.6	1181	1%	i	-1	i	51	i	3.6	2.4	9.7	-11	-2	0.18	-0.27	-0.095	0.81	3%
Cc1nc2cc(NC(=O)C3COc4ccccc4O3)ccc2s1 (stereo unspecified)	2.6	1006	3%	i	13	i	36	i	1.4	1.0	0.7	43	34	2.3	-0.21	1.1	-0.92	-9%
CCCn1c(=O)[nH]c(=O)c2c1nc(-c1ccc(OC(F)F)cc1)n2CCN1CCOCC1	-0.5	983	3%	i	5	i	2	i	1.4	1.3	1.6	5	12	-0.59	-0.096	0.043	-0.033	2%
CC1(C)CC(=O)C(C=NCCN2CCN(CC(=O)Nc3ccccc3)CC2)=C(O)C1	-0.6	532	-4%	i	5	i	50	i	7.7	1.9	1.8	-3	-11	0.38	-0.22	0.73	0.42	-10%
COc1ccc(OC)c(-n2nnnc2SCC(=O)Nc2cc(C)ccc2OC)c1	-2.2	1161	4%	i	-9	i	54	i	2.7	1.9	3.7	6	-7	-0.55	-0.076	-0.44	0.53	-11%
COc1ccc(C(=O)Nc2ccc3c4c(cccc24)CC3)cc1	-0.8	1352	4%	i	4	i	51	i	1.0	1.8	4.8	30	-1	0.46	-0.14	0.029	0.018	-4%
CCOc1ccc(Oc2ccc(-c3nnc(-c4ccccc4)o3)cc2[N+](=O)[O-])cc1	-0.1	1393	-5%	+	13*	i	20	nt	3.4	2.8	1.5	9	6	0.052	-0.37	0.015	0.32	6%
O=C(O)C1CCCCC1C(=O)Nc1ccc(F)cc1F (stereo unspecified)	-3.0	1428	0%	i	0	nt	nt	i	0.9	1.6	8.6	97*	9.2*	-0.26	-0.22	-0.23	0.49	41%
Cc1ccc2cc(C#N)c(NCc3ccccc3)nc2c1	-1.8	1062	-5%	i	3	i	61	i	3.2	1.0	4.3	2	-5	0.16	-0.43	0.26	1.1	-13%
O=C(O)C1CCCN1S(=O)(=O)c1cc(Cl)ccc1Cl (stereo unspecified)	1.0	1168	1%	i	5	i	30	i	1.3	1.6	15	4	0	2.1	-0.29	0.6	0.12	0%
COc1ccccc1-c1ccc(/C=C2\C=CC(=O)O2)o1	-0.3	1374	4%	nt	nt	i	22	i	nt	nt	nt	nt	nt	-1.1	1.7	-0.19	0.35	10%
CCOC(=O)C(=CNc1cc(C)nn1-c1ccc(C)cc1)C(=O)OCC	-4.4	1197	0%	i	-7	i	62	i	1.9	1.2	4.9	13	-2	1.7	1.7	1.3	-1.3	5%
O=C(Cc1csc(Nc2nc(=S)[nH]c3ccccc23)n1)NCc1ccc(Cl)cc1	0.6	1336	-3%	i	6	i	13	i	2.9	1.7	11	3	8	1.2	-0.14	1.4	0.66	-3%
Cc1ccc(CNCC(O)(c2ccccc2)c2ccc(F)cc2)cc1 (stereo unspecified)	nt	nt	4%	i	3	i	19	nt	0.8	1.7	7.4	75*	10*	nt	nt	nt	nt	18%
CC(C)S(=O)(=O)c1csc(C(=O)NN)c1-n1cccc1	1.0	1287	-3%	nt	nt	i	64	i	nt	nt	nt	nt	nt	0.53	-0.22	0.035	-0.015	-4%
CCOC(=O)C1CCCN(c2c(NCCc3ccc(S(N)(=O)=O)cc3)c(=O)c2=O)C1 (stereo unspecified)	nt	nt	11%	i	8	i	29	i	4.7	3.2	6.3	-5	0	-0.3	-0.26	0.027	0.43	3%
CC(NC(=O)C1CCCN(S(=O)(=O)c2cccs2)C1)c1ccccc1 (stereo unspecified)	-2.4	1385	6%	nt	nt	i	0	i	3.4	2.3	4.6	11	-4	-0.85	-0.26	-0.44	0.33	0%
Cc1ccc(Oc2ncnc3sccc23)cc1	nt	nt	-5%	i	9	i	72	i	3.5	2.7	7.1	18	-4	1.2	-0.27	0.63	-1.1	4%
Cc1cc(C)c[n+](CC(=O)c2cc3ccccc3oc2=O)c1	0.7	1312	4%	i	-27	i	53	i	3.6	1.3	8.9	-12	4	-0.61	-0.22	-0.064	2.4	-1%
